Assay outcomes from PubChem.
ADAM10 inh – ADAM10 inhibition, QFRET primary screen; inhibition, % at 7 µM; recombinant ADAM10, EDANS/DABCYL FRET peptide cleavage, 3 h; AID 720582; 370,000 tested, 0.62% active;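 active = inhibition above a per-campaign cutoff equal to the mean of compounds falling between control-based bounds plus 3 SD, cut at about 20% in these data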;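 also: 0% = DMSO wells while the 100% control is not disclosed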
HGIII-sPLA2 inh – Inhibits HGIII-sPLA2 liposome hydrolysis, primary screen. Q9NZ20. QFRET BODIPY PC-A2 liposome hydrolysis, fluorescence. inhibition, % at 12.2 µM. 370,000 tested, 0.56% active. AID 743126;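 active = inhibition above mean plus 3 SD of compounds lying within the high and low control bounds, cut at about 19% in these data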;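 also: 0% = median of test compound wells and 100% = no enzyme DMSO wells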
DAX1 inh-1 – inhibitors of DAX1 repression of SF-1 activated StAR promoter; inhibition, % at 6.8 µM; AID 652010; 370,000 tested, 1.1% active; HEK293T StAR-luciferase reporter, SF-1/DAX-1 repression relief;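 active = inhibition above the mean over all tested compounds plus 3 SD, cut at about 3.6% in these data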;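 also: 0% = DAX-1 cells with DMSO and 100% = cells lacking DAX-1 with DMSO; higher inhibition means more luminescence from relief of DAX-1 repression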
NPR1 activator – GC-A (human) enzyme activation | P16066 | HEK293 GC-A cells, cGMP TR-FRET, EC30 ANP; 0% at EC30 ANP, 100% saturating ANP | activation, % at 10 µM | 370,000 tested, 0.14% active | AID 1671463; in the data active = activation above about 40%
Target sequence (P16066 whole entry, looked up): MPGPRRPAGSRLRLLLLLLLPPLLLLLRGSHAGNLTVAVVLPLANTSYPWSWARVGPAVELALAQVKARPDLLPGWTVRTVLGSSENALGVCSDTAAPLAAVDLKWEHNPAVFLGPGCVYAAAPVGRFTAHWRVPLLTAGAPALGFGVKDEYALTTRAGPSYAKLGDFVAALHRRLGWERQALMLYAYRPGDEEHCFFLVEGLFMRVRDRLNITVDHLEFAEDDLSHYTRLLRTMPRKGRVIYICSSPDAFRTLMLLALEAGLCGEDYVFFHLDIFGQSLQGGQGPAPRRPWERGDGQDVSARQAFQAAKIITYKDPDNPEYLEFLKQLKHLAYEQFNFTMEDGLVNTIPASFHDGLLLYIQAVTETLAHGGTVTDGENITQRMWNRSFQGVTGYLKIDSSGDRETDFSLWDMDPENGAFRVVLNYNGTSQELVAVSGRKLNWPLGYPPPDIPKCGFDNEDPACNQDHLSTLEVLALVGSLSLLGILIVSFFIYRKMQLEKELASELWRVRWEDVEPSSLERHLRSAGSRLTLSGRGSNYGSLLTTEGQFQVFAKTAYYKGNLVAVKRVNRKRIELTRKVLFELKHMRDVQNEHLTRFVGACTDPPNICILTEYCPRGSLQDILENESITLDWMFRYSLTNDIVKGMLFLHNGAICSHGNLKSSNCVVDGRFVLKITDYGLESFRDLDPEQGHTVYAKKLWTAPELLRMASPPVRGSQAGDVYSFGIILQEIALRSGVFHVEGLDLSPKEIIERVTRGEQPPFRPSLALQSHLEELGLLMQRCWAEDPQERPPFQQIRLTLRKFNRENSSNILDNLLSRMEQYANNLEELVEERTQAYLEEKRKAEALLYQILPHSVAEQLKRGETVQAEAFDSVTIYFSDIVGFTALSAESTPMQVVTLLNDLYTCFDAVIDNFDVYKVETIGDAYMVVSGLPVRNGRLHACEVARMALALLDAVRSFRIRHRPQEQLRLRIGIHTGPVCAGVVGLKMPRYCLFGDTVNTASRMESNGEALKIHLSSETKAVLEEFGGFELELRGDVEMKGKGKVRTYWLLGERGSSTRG
GC-B act – GC-B (human) receptor activation; AID 1920062; P20594; 370,000 tested, 0.11% active; activation, % at 10 µM; HEK293-GC-B cells, CNP EC30, cGMP TR-FRET; 0% at EC30 CNP, 100% saturating CNP;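 active = activation at 10 µM reaching about 35% in either raw or pattern-adjusted values, limit read from the data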
hcDAF-12 act – activates DAF-12 receptor from parasite H. contortus; HEK293 hcDAF-12 lit1-tk-luc reporter, luminescence; 0% DMSO, 100% Δ7-dafachronic acid; activation, % at 6.8 µM; 370,000 tested, 1.4% active;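 active = activation above the mean of all tested compounds plus 3 SD, cut at about 5.5% in these data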;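 also: 100% = response to 3 µM Δ7-dafachronic acid high control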
hgDAF-12 ag – activates the H. glycines DAF-12 receptor ligand-binding domain; HEK293 GAL4-hgDAF12 UAS-luciferase reporter, agonist luminescence; normalized to butyrate control; activation, % at 6.8 µM; 370,000 tested, 1.8% active;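 active = activation above a cutoff set at the mean of all screened compounds plus 3 SD, cut at about 10% in these data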;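 also: 0% = DMSO wells and 100% = sodium butyrate wells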
FXN GAA850 act – activators of GAA850 frataxin (FXN) promoter; HEK293 lucGAA850 FXN promoter luciferase reporter, 24 h; percent of 10 µM SAHA response; activation, % at 6 µM; 360,000 tested, 0.56% active;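 active = activation above the average of all compounds screened plus 3 SD, cutoff fixed separately per campaign, cut at about 7.5% in these data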;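 also: 0% = DMSO wells and 100% = 10 µM SAHA wells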
DAX1 inh-2 – inhibits human nuclear receptor DAX1 | P51843 | HEK293 Gal4-DAX1 luciferase reporter, luminescence | AID 504766 | inhibition, % at 6.75 µM | 340,000 tested, 0.99% active;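 active = inhibition above the mean over all tested compounds plus 3 SD, cut at about 4.2% in these data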;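 also: 0% = DAX1-transfected cells with DMSO and 100% = empty-vector control cells with DMSO; inhibition shows as a rise in luminescence from relieved DAX1 repression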
ssDAF12 agonist – S. stercoralis DAF-12 activation, primary screen. HEK293 ssDAF-12/GRIP1 lit1-tk-luc reporter, luminescence; % of 3 µM dafachronic acid response. activation, % at 6.8 µM. 370,000 tested, 1% active. AID 652126;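 active = activation above the mean over all tested compounds plus 3 SD, cut at about 0.9% in these data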;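 also: 0% = DMSO-only wells and 100% = 3 µM delta7-dafachronic acid wells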
SMARCA2 act – increases SMARCA2 function in MMTV reporter cells. MG213 cells, MMTV-luciferase reporter, dexamethasone, overnight. activation, % at 9.1 µM. 370,000 tested, 1% active. AID 652017; in the data active = activation above about 7.8%;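 also: 0% = vehicle wells and 100% = reference activator wells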
* marks the source's active call; other numbers are inactive results; . = not tested or not shown.

Compound	ADAM10 inh	HGIII-sPLA2 inh	DAX1 inh-1	NPR1 activator	GC-B act	hcDAF-12 act	hgDAF-12 ag	FXN GAA850 act	DAX1 inh-2	ssDAF12 agonist	SMARCA2 act
CCCCC[C@@H](C)N1C[C@H](COCc2ccccc2)Oc2cc(N3CCC[C@H]3CO)ccc2S1(=O)=O	-2.0	-6.9	1.1	-5.2	0.1	0.4	2.2	.	.	-0.9	2.4
C[C@@H]1CN(c2ccc(N3CCNC[C@@H]3C)cc2C#N)CCN1Cc1ccccc1	-51.1	15.6	0.1	5.0	-0.8	0.1	1.5	.	.	-1.6	2.8
COc1ccc(C2c3c(oc4ccc(Cl)cc4c3=O)C(=O)N2CCN2CCOCC2)cc1 (stereo not given)	-456.6	-7.8	1.2	3.9	1.6	0.2	7.1	1.4	4.0	-1.1	2.1
CCCCCCSc1ccc(-c2nc3cnccn3c2NCCCC)cc1	-104.0	0.8	-0.1	10.2	2.7	-0.8	0.4	1.9	0.3	-0.9	-1.3
COc1cccc(CN2C(=O)c3ccccc3S2(=O)=O)c1	-3.6	6.1	-0.2	1.8	-6.0	0.4	-0.7	2.3	1.2	-0.7	-4.6
COc1cc(SC)ccc1C(=O)NCCc1c[nH]c2ccccc12	9.4	-75.8	-0.4	-4.8	1.2	-0.4	2.5	3.2	-1.1	-1.5	1.6
COC1=C/C(=C/c2c(N)n3cc(C)sc3nc2=O)C=CC1=O	-217.7	-7.4	0.8	-5.3	-2.7	1.5	6.8	3.1	-0.6	0.4	-0.2
CC1CCN(C(=O)c2[nH]cnc2C(=O)NCc2ccccc2)CC1	-5.2	5.8	-0.2	-1.7	-0.7	-0.8	-0.1	2.1	-0.2	-1.0	0.7
CC(C)Cn1c(N)c(C(=O)COC(=O)c2cc(-c3ccccc3)nc3ccccc23)c(=O)n(C)c1=O	-1.2	2.0	-0.3	-3.5	-4.1	0.0	-0.5	-0.7	2.4	-1.7	-0.2
Cc1ccccc1C(CC(=O)c1cccs1)C(C#N)C#N (stereo not given)	-22.4	10.5	-1.0	-1.5	-2.1	2.2	2.9	2.6	-1.9	-0.7	-0.7

Two records picked at random from those above, as already listed:
Compound	ADAM10 inh	HGIII-sPLA2 inh	DAX1 inh-1	NPR1 activator	GC-B act	hcDAF-12 act	hgDAF-12 ag	FXN GAA850 act	DAX1 inh-2	ssDAF12 agonist	SMARCA2 act
COc1cc(SC)ccc1C(=O)NCCc1c[nH]c2ccccc12	9.4	-75.8	-0.4	-4.8	1.2	-0.4	2.5	3.2	-1.1	-1.5	1.6
COc1cccc(CN2C(=O)c3ccccc3S2(=O)=O)c1	-3.6	6.1	-0.2	1.8	-6.0	0.4	-0.7	2.3	1.2	-0.7	-4.6

(more compounds)
Compound	ADAM10 inh	HGIII-sPLA2 inh	DAX1 inh-1	NPR1 activator	GC-B act	hcDAF-12 act	hgDAF-12 ag	FXN GAA850 act	DAX1 inh-2	ssDAF12 agonist	SMARCA2 act
CC(C)[C@H](NC(=O)C1CCC(CNC(=O)[C@@H]2CCCN2C(=O)OC(C)(C)C)CC1)C(=O)O (stereo not given in full)	0.2	1.0	0.0	3.5	10.7	-0.4	-0.2	-0.5	1.5	-1.0	-0.9
CCn1c(SCc2ccccc2)nc2c(c1=O)SCC2	5.3	3.4	-0.4	-7.1	0.3	-3.2	-1.3	2.1	-1.1	-2.3	-2.1
Cc1c(NC(=O)c2cc(S(=O)(=O)N3CCCCC3)ccc2Cl)c(=O)n(-c2ccccc2)n1C	-28.4	13.4	-0.8	-2.6	2.5	-0.2	-0.5	0.3	-0.9	-0.9	-3.1
N#Cc1ccccc1NC(=O)COC(=O)C1CCN(C(=O)c2ccc(Cl)cc2)CC1	-2.5	-2.3	-0.5	-5.6	2.5	1.5	5.1	0.7	0.5	-0.5	-3.1
CCC(C)NCCOCCOc1ccccc1-c1ccccc1 (stereo not given)	3.0	-1.4	-0.2	-10.0	-7.5	-1.1	-0.3	-1.6	-0.1	-1.0	-1.7
CCC(Cc1ccccc1)NC(=O)C1CCN(S(=O)(=O)c2ccc3c(c2)CC(C)N3C(C)=O)CC1 (stereo not given)	10.1	1.1	-0.6	-2.1	-0.5	-2.3	-0.3	0.2	-0.7	-2.3	3.2
Cc1nnc(-c2cnn(C)c2N)n1Cc1ccccc1F	5.8	3.7	0.4	2.4	4.5	1.4	3.2	-0.4	0.1	-1.0	2.6
CC1(C)CC2CC(C)(CN2C(=S)Nc2ccccc2F)C1 (stereo not given)	-3.2	1.9	0.3	6.6	3.9	0.1	-2.1	0.6	-1.2	-1.2	-1.9
C[C@@]12CCC=C[C@H]1[C@H](c1ccc3ccccc3c1Br)N(Cc1ccccc1)C2=O	3.8	-7.7	-1.1	-2.0	-2.6	-1.1	0.1	1.5	-0.8	-0.8	-1.1
CCN(CC)c1ccc(CNc2ccc3c(c2)ncn3CC)cc1	-3.6	11.3	-1.3	3.2	4.2	-2.1	-0.6	.	.	-0.8	-5.9
Cc1cc2cc(CNC(=O)Nc3ccccc3)ccc2n1C	-1.9	-6.7	0.5	0.7	4.3	2.3	8.4	2.9	1.4	0.3	3.0
CSc1nc(-c2ccccc2)nc(N2CCOCC2)c1C(C)=O	3.1	-13.4	0.6	5.8	-4.0	-0.9	-0.1	2.9	1.8	-2.3	0.8
Cc1ccc(C)c(S(=O)(=O)N2CCN(C(=O)CSc3ccccc3F)CC2)c1	-3.6	-10.1	1.0	-9.7	-4.2	0.9	-1.1	-0.8	-0.3	-0.3	2.2
O=C(O)c1ccc(-c2noc(-c3cccc(C(F)(F)F)c3)n2)cc1	-11.0	11.2	0.7	3.8	-6.8	0.8	3.3	3.0	-1.1	-0.9	1.6
CC(CN1CCN(C)CC1)OC(=O)c1ccccc1 (stereo not given)	-5.5	5.1	0.1	-3.0	1.7	-1.0	0.9	0.7	-0.5	-1.3	-1.6
CCOc1ccc(CNC(=O)CCn2c(=O)oc3ccccc32)cc1OC	3.3	-1.2	0.4	1.1	1.6	-1.4	0.2	0.1	-0.2	-1.3	3.6
C[C@H]1[C@@H](OC(=O)Nc2ccc(C(F)(F)F)cc2)CC[C@@]23CCCN2C(=O)CCC[C@@H]13	5.1	-11.2	.	-7.9	-0.2	-2.4	0.9	.	.	-1.0	.
COCCn1cnnc1SCC(=O)Nc1cccc(S(=O)(=O)N(C)c2ccccc2)c1	2.3	1.4	0.1	1.9	1.3	-1.3	0.9	0.5	0.7	-1.3	-3.4
CC1=CC(=O)CC(C)(C)C1(O)/C=C/C(C)=C/C(=O)O (stereo not given)	-15.2	6.0	-0.2	-0.5	8.6	-1.1	-0.8	-0.7	1.2	-1.2	-0.1
O=C1c2ccccc2C(=O)N1C1(C(=O)NC2(C(=O)O)CCCC2)CCCC1	-1.9	-10.8	-0.6	-4.1	-0.3	4.9	-2.3	-1.2	1.2	-0.8	5.5
S=C(c1ccc(Cl)cc1)N1CCN(Cc2ccccc2)CC1	7.2	3.1	-0.7	-1.8	-0.9	-0.4	-3.5	1.1	-1.2	-0.9	-3.2
OC(c1cccnc1)c1nc(-c2ccc3c(c2)OCO3)cs1 (stereo not given)	6.0	-7.3	0.2	0.1	0.4	-0.3	4.2	1.4	.	-1.0	0.4
CC(C)C[C@H](NC(=O)OC(C)(C)C)c1nnc(SCC(=O)Nc2ccc(Br)cc2)o1	1.5	-11.8	-0.7	-3.1	-7.9	-0.4	0.4	-2.9	0.2	-1.2	-0.1
CCCS(=O)(=O)NC(=O)C1(C)CCCN(C(=O)c2ccncc2)C1 (stereo not given)	1.1	2.8	1.1	0.8	6.4	-0.3	-1.8	2.2	.	-0.5	0.4
COc1ccc(C2Nc3ccccc3C(=O)N2Cc2ccco2)cc1COc1ccc([N+](=O)[O-])cc1 (stereo not given)	-12.5	11.0	-1.1	-13.3	-15.0	-0.9	-0.5	-2.0	-0.8	-1.6	-1.7
C=CCN1C(=O)c2ccccc2C1(O)Cc1ccccc1 (stereo not given)	-6.8	-0.8	0.1	5.7	0.1	0.2	-0.6	0.4	1.8	-1.2	-1.0
O=C(c1cc(-c2ccccc2)nc2ccccc12)N1CCc2ccccc2C1	6.8	-4.7	-0.6	-5.2	2.1	-2.1	0.9	-0.1	1.0	-1.2	-1.3
COC(=O)c1cc2c(c3c4cc(OC)ccc4n(C(=O)c4ccccc4)c13)C(=O)N(C1CCCCC1)C2	-40.6	-3.5	2.5	-1.4	0.4	1.6	0.3	.	.	-1.1	-1.1
Cc1c(CN(C)C(=O)/C=C/c2ccc([N+](=O)[O-])cc2)cnn1C	3.5	-1.8	-0.4	0.1	-3.3	-2.2	-0.4	2.1	1.0	-0.5	0.5
O=C(CSc1nc(N2CCCCC2)nc(N2CCCCC2)n1)Nc1nccs1	2.7	5.4	0.4	0.4	2.1	-1.6	-0.4	1.9	0.1	-0.8	1.9
Cc1cc(C)c(NC(=S)NCCO)c(C)c1	1.8	3.8	0.0	0.6	2.2	-1.4	-0.4	0.9	2.6	-1.3	-3.8
COc1cc2oc3ccccc3c2cc1N(CC(=O)N(C)C)S(=O)(=O)c1ccc(C)cc1	-5.9	4.9	-0.2	-3.9	9.1	-1.4	1.1	0.8	0.6	-1.3	0.6
Cc1c[n+](C)ccc1CC1C([N+](=O)[O-])=C[N-]c2ncnn21 (stereo not given)	-4.7	6.0	0.1	-1.0	1.0	0.4	-3.7	-0.3	1.8	-1.7	-1.5
Cc1cccc(NC(=O)c2ccc(NC(=O)CC3SC(N4CCCC4)=NC3=O)cc2)n1 (stereo not given)	-1.7	-9.7	1.6	1.3	1.6	-0.7	0.1	0.4	-0.2	-1.1	0.4
C#CCCCN([C@H](C(=O)OC)C(C)C)S(=O)(=O)c1ccccc1Br	5.4	3.4	-0.8	-7.9	-7.3	-3.3	3.1	.	.	-1.7	-0.1
